# EPAC1 ag = qHTS for Agonist of cAMP-regulated guanine nucleotide exchange factor 3 (EPAC1): primary screen; Rap guanine nucleotide exchange factor 3 (Homo sapiens), O95398; EPAC1 agonist qHTS, biochemical assay; response scale: 100% = response to 6.5 mM cAMP; Potency, µM (series often up to 154 µM), without a hit: top-dose activation, actives largely listed as activators; 360,000 compounds, 0.073% hits; AID 720707, 2013; also: potency is read from the fitted curve at half-maximal effect; nearly all actives have a fitted effect of over 60% in size
#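 Fluorescent GDP-exchange assay: 100 nM EPAC1 with 250 nM Rap1B preloaded with BODIPY-GDP and 50 uM GDP; compounds tested as concentration series, 5 min at room temperature, then read every 5 min for 30 min (ex 480/em 540 nm); normalized to 6.5 mM cAMP.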
# GLP1R cytotox = qHTS of GLP-1 Receptor Inverse Agonists: Cytotox Screen; Potency, µM (highest dose often 38.3 µM), without a hit: top-dose activity change, negative = inhibition, hits mostly inhibitors; AID 624418, 2012; HEK293 cAMP-luciferase reporter cells, luminescence, 24 h; 410,000 compounds, 0.13% hits;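 also: loss of luciferase light is scored as toxicity; potency is read from the fitted curve at half-maximal effect; % is scaled to controls: 0 for no effect and ±100 for the full control effect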
#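 Compound-treated cells are incubated 24 hr at 37 deg C under 5% CO2 after a 12 hour attachment period, then luciferase detection reagent is added and luminescence is measured following 12 min at room temperature; lowered signal indicates toxicity.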
# IL2 activator = qHTS of IL-2 Activators; IL-2 activation reporter assay, cell-based qHTS; stimulated with anti-CD3/CD4/CD28 beads; in transgenic mouse T cells; activation, % (series mostly up to about 46 µM); 360,000 compounds, 0.065% hits; in the data active = activation above about 50%; inconclusive = mostly about 30% to 49%; also: 0% is about no effect
#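 Readout is EGFP and DsRed signal by fluorescent plate cytometry after 18 h at 37 degrees C. Transgenic mouse T cells (750/well) received compound for 60 min before bead stimulation (anti-CD3, anti-CD4, anti-CD28); memory T cells served as non-tolerant control.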
# PTHR1 ag = qHTS for PTHR1 Agonists: Primary Screen | Parathyroid hormone/parathyroid hormone-related peptide receptor (Homo sapiens), Q03431 | HEK293 GP2 PTHR1 cells, GloSensor cAMP luminescence, 1 h | Potency, µM (highest dose often 115 µM), without a hit: at the highest dose activation, hits mostly activators | 410,000 compounds, 0.075% hits | AID 743266, 2014; also: potency is read from the fitted curve at half-maximal effect; nearly all actives have a fitted effect of over 55% in size; some results filed as inactive show a strong effect at the top dose; inactives centre near -15; many of its hits are not listed in these tables
#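 HEK-293-derived GP2 cells expressing PTHR1 and a GloSensor cAMP reporter, 3,000/well, plated overnight, given luciferin plus IBMX (each 0.5 mM as added) for 1 h at 37 °C, then compound for 1 h at 37 °C. Luminescence was read after 15 min at room temperature.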
# GLP1R ag = qHTS of GLP-1 Receptor Agonists | Glucagon-like peptide 1 receptor (Homo sapiens), P43220 | 380,000 compounds, 0.007% hits | Potency, µM (doses to about 45.6 µM), inactives show top-dose activation, hits mostly activators | HEK293 GLP-1R CRE-luciferase, luminescence, 4-6 h; cells express a hypersensitive GLP-1R form; also: potency is read from the fitted curve at half-maximal effect; % of control where 0% means no effect
# PI5P4K alpha inh = qHTS for Inhibitors of phosphatidylinositol 5-phosphate 4-kinase (PI5P4K). Phosphatidylinositol 5-phosphate 4-kinase type-2 alpha (Homo sapiens), P48426. PI5P4Kalpha enzyme, ADP-Glo luminescence, 60 min; active compounds read low. max response, %. 330,000 compounds, 1.2% hits. AID 652105, 2013; active = max response of -50% or lower; inconclusive = between -30% and -50%; inactive = -30% or higher; also: value at the top dose of about 77 µM; % is scaled to controls: 0 for no effect and ±100 for the full control effect
# Target sequence (P48426 whole entry, looked up): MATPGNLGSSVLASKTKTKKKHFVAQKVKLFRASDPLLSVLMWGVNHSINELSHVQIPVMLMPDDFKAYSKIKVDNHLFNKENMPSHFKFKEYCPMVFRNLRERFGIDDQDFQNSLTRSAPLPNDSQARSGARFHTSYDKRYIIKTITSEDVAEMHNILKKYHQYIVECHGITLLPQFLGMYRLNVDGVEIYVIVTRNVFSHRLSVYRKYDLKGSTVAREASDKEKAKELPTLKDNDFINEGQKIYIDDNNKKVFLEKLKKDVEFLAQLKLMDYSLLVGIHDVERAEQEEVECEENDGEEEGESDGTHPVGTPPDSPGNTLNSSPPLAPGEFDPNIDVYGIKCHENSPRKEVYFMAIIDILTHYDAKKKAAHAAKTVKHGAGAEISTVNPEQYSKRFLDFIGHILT
#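 Controls without substrate or without enzyme flank wells where PI5P4Kalpha converts substrate using 5 microM ATP (final). Incubation lasts 60 minutes at room temperature; ADP formed is read by ADP-Glo luminescence.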
# PLK1 PBD block = qHTS for Inhibitors of PLK1-PDB (polo-like kinase 1 - polo-box domain): Primary Screen. 360,000 compounds, 2.8% hits. AID 720504, 2013. Plk1 PBD binding of FITC phosphopeptide, fluorescence polarization. Serine/threonine-protein kinase PLK1 (Homo sapiens), P53350. Potency, µM, inactives show max response, negative = inhibition, hits mostly inhibitors; also: potency is read from the fitted curve at half-maximal effect; series mostly up to about 57 µM; % is scaled to controls: 0 for no effect and ±100 for the full control effect; nearly all actives have a fitted effect of over 65% in size
# Target sequence (P53350 whole entry, looked up, the tested form may be a part): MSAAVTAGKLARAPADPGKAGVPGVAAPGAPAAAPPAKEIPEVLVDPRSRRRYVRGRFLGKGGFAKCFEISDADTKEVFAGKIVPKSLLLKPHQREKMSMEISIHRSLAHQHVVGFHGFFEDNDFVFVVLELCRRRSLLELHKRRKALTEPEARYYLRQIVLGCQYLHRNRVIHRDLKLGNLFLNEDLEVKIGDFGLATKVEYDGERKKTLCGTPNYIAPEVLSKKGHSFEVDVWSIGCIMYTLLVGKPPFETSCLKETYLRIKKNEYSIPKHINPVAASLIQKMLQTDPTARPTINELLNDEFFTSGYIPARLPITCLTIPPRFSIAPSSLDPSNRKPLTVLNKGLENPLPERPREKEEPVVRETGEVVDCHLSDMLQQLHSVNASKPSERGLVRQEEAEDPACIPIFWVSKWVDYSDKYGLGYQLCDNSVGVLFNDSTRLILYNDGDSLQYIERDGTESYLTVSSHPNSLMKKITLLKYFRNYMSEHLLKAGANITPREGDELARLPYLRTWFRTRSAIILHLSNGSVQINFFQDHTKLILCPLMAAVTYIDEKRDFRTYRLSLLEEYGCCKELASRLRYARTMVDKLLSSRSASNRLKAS
# EPAC1 antagonist = qHTS for Antagonist of cAMP-regulated guanine nucleotide exchange factor 3 (EPAC1): primary screen; Potency, µM (titrated, usually from 115 µM), for the others: at the highest dose activity change, negative = inhibition, actives largely listed as inhibitors; EPAC1 GEF assay, Rap1b-BODIPY-GDP exchange fluorescence; Rap guanine nucleotide exchange factor 3 (Homo sapiens), O95398; AID 720709, 2013; 360,000 compounds, 0.14% hits;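 also: potency is read from the fitted curve at half-maximal effect; plate controls were vehicle for no effect and positive control for full effect; nearly all actives have a fitted effect of over 50% in size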
# GLP-1R inv ag = qHTS of GLP-1 Receptor Inverse Agonists (Inhibition Mode); Glucagon-like peptide 1 receptor (Homo sapiens), P43220; HEK293 GLP-1R CRE-luciferase, luminescence, 24 h; GLP-1R form is constitutively active; Potency, µM (series often up to 38.3 µM), for the others: at the top dose activity change, negative = inhibition, hits mostly inhibitors; 410,000 compounds, 1.6% hits; AID 624417, 2012; also: potency is read from the fitted curve at half-maximal effect; % is scaled to controls: 0 for no effect and ±100 for the full control effect; nearly all actives have a fitted effect of over 55% in size
#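 HEK293 cells stably co-expressing a cAMP-responsive luciferase reporter and constitutively active GLP-1R were seeded, incubated 12 h, then exposed to compounds for 24 h at 37 C. Luminescence was read 12 min after detection reagent; inverse agonists lower signal.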
# Numbers without * were called inactive; i = inactive; ? = inconclusive; / = not tested or not shown; ! = repeats disagree; [ ] = remark or other dose. Unless noted, calls follow the shape of the dose curve; as a rule, active = well fitted curve in the direction sought with a large enough effect; inconclusive = small, poorly fitted or top-dose-only effect, or another doubt; inactive = no such curve, though single readings can be large; an effect the other way counts as inactive or inconclusive. Only part of the results is shown (hit frequency here may not be typical).
SMILES,EPAC1 ag,GLP1R cytotox,IL2 activator,PTHR1 ag,GLP1R ag,PI5P4K alpha inh,PLK1 PBD block,EPAC1 antagonist,GLP-1R inv ag
O=C(CSCC(=O)NC1CC1)Nc1ccc2ccccc2c1,-0.2%,-14.8%,-1.6,i,-1.6%,4.2,1.1%,-1.2%,-4.7%
O=C(CSc1nnc2n1CCCN2)c1ccc(Cl)cc1,5.4%,7.7%,-2.0,i,6.5%,-5.5,-10.6%,0.6%,0.0%
CN(C(=O)C12CC3CC(CC(C3)C1)C2)C1CCS(=O)(=O)C1 (stereo not given),14.7%,-5.5%,2.1,-17.0%[57.5 µM],-2.0%,9.4,-4.3%,-2.6%,17.4%
O=C(N/N=C/c1cc2c(cc1Br)OCO2)c1cccnc1,12.0%,-11.6%,0.0,i,1.7%,5.1,2.1%,-5.4%,-21.5%
Cc1noc(C)c1CSc1ccc(Br)cc1,8.3%,5.0%,-1.1,i,-3.3%,/,?,7.8%,0.0%
Cc1cc(C(=O)N2CCCC(N3CCN(Cc4ccc5c(c4)OCO5)CC3)C2)n[nH]1 (stereo not given),6.7%,-13.6%,-0.4,i,3.5%,1.7,-9.2%,?,-12.7%
Cc1ccc(NC(=O)c2cc(S(=O)(=O)N3CCCCC3)ccc2N2CCOCC2)cc1S(=O)(=O)N(C)C,9.1%,-21.2%,0.5,i,17.4%,4.5,-4.4%,-7.2%,43.6%[activator]
O=C(NNC(=S)NCc1ccco1)C(c1ccccc1)c1ccccc1,-8.7%,-1.8%,1.1,-6.0%,2.4%,-8.5,-24.0%,4.6%,?
CCNC(=O)C1(C)CCCN(Cc2csc(-c3ccccc3)n2)C1 (stereo not given),-7.2%,1.9%,0.6,-10.9%,-0.4%,-1.9,1.1%,-3.3%,?
COc1cccc(C2/C(=C(\O)c3ccc4c(c3)OCO4)C(=O)C(=O)N2CCN(C)C)c1OC (stereo not given),-0.6%,1.9%,-2.5,i,-2.1%,-28.3,-14.0%,-6.5%,2.1%
CSc1ccccc1NC(=O)Nc1cccc(F)c1,11.2%,2.8%,-2.0,-19.1%,12.0%,2.4,-18.8%,7.6%,?
COc1ccc(N(C(=O)c2ccco2)S(=O)(=O)c2cccc([N+](=O)[O-])c2)cc1,3.9%,-10.1%,0.9,i,12.7%,/,-2.5%,11.3%,0.0%
O=C(NC(c1ccc2c(c1)OCO2)c1ccccn1)C1CCN(CCOc2ccccc2)CC1 (stereo not given),2.0%,0.4%,0.2,i,7.9%,-1.7,-1.5%,-1.9%,-5.2%
O=S(=O)(c1cc(F)ccc1F)N1CCN(c2ncccn2)CC1,4.7%,1.3%,-0.5,i,7.9%,-3.1,0.4%,-8.0%,16.2%
O=C(c1ccc2c(c1)C(=O)N(Cc1ccco1)C2=O)N1CCOCC1,-3.8%,-0.8%,-3.1,-16.3%[57.5 µM],-9.2%,/,-6.0%,5.1%,8.0%
Cc1cccc(-c2nc(C)c(CCNC(=O)C(=O)Nc3ccccc3C#N)s2)c1,/,-6.5%,/,-26.4%,-6.5%,/,/,/,-13.1%
COc1ccc(-c2cc(N)n(S(=O)(=O)c3c(F)c(F)c(F)c(F)c3F)n2)cc1OC,4.8%,?,-4.5,-4.1%[57.5 µM],-25.4%,/,1.19µM*,-22.8%,?
Cc1c(C)n(Cc2ccccc2)c2ccc(C(=O)NCCN3CCOCC3)cc12,3.2%,-14.0%,-1.6,-4.6%,4.3%,2.3,-4.0%,8.4%,?
CCN(CC)S(=O)(=O)c1cccc(N=NC2=C(O)CCCC2=O)c1,-3.8%,-22.4%,1.5,i,4.8%,-13.4,-14.7%,-29.0%,-16.6%
COc1cc(OC)c(S(=O)(=O)N2CCCCC2)cc1S(=O)(=O)N1CCCCC1,0.0%,-8.9%,0.2,-4.6%[57.5 µM],-7.9%,-4.9,-1.8%,8.2%,0.1%
COc1ccc(OCC(O)Cn2c(=N)n(CCN3CCCCC3)c3ccccc32)cc1 (stereo not given),21.1%,?,-0.3,-4.0%[57.5 µM],3.9%,?,2.67µM*,0.0%,10µM*!
Cc1ccc(S(=O)(=O)CCC(=O)Nc2cc(C)on2)cc1,6.8%,5.1%,4.3,-61.7%[inhibitor],2.9%,2.6,-8.3%,-3.7%,-0.4%
O=S(=O)(NCc1ccccn1)c1ccc(Cl)s1,0.6%,-5.5%,-4.5,-1.3%,6.8%,2.6,-11.7%,2.4%,22.2%
CC1(Cc2ccc(Cl)cc2)C(=O)Nc2ccc(-c3ccc(F)c(Cl)c3)cc21 (stereo not given),-7.1%,?,-0.5,-90.0%[inhibitor],-4.4%,3.3,-2.0%,-13.8%,?
CC(C)C1OC2(C)OC(=N)C1(C#N)C(C#N)(C#N)C2c1ccccc1 (stereo not given),-8.1%,204.6%[activator],3.0,i,-1.5%,-4.4,?,-9.0%,2.5%
COc1ccc(N(CC(=O)NCc2ccc(Cl)cc2)S(=O)(=O)c2c(C)nn(C)c2C)cc1,-3.6%,1.9%,3.4,-0.1%,1.9%,-0.8,-3.2%,0.6%,17.3%
CCC1(C)Cc2c(sc(NC(=O)CCC(=O)O)c2C#N)CO1 (stereo not given),0.0%,-13.1%,0.2,-17.9%[57.5 µM],-10.1%,-0.9,-4.8%,-6.5%,4.3%
COc1ccc(/C=C(\NC(=O)c2ccccc2)C(=O)N/N=C/c2sccc2C)cc1,1.7%,16.6%,0.3,-4.2%,-9.9%,3.2,-2.6%,-2.4%,1.5%
COc1ccc(-c2c3c(cc(C)[n+]2[O-])oc2ccc(OC)cc23)cc1,0.1%,8.8%,1.1,i,?,0.5,-1.6%,1.3%,18.8%
C/C(CC(=O)NC12CC3CC(CC(C3)C1)C2)=N\NC(=O)c1ccc(C)cc1,0.1%,-4.3%,-0.8,-25.1%,5.6%,10.4,-6.4%,?,12.6%
Cc1noc(C)c1NC(=O)Nc1ccc2c(c1)C(=O)N([C@H](C)CO)C[C@H](C)[C@@H](CN(C)C(=O)Nc1c(C)noc1C)O2,-12.3%,8.0%,-1.6,i,-5.1%,0.3,-7.5%,-3.2%,-15.2%
CC(=O)n1cc([C@@H]2C=C(C(=O)N3CCOCC3)O[C@H](OCc3ccc(CO)cc3)C2)c2ccccc21,4.7%,-3.0%,-0.1,-5.2%,-2.9%,-1.8,-0.4%,-12.7%,6.0%
CC(NC(=O)COc1cccc(Br)c1)C(=O)O (stereo not given),10.8%,-10.4%,-0.1,-27.7%,-9.5%,-10.5,-13.1%,-14.3%,11.1%
Cn1c(N)c(C(=O)COC(=O)c2ccnc3ccccc23)c(=O)n(C)c1=O,-5.1%,2.4%,-0.2,i,0.6%,7.1,-7.3%,-7.4%,25.9%
COc1ccccc1CNC(=O)COC(=O)CCC(=O)c1cccs1,-1.4%,-8.6%,-3.1,i,2.8%,1.5,-12.4%,4.1%,8.4%
CC(C)=CCC[C@](C)(O)C1CC[C@]2(C)C1C(O)CC1[C@@]3(C)CCC(O)C(C)(C)C3C(O[C@@H]3OC(CO)C(O)C(O)C3O[C@@H]3OC(C)C(O)C(O)C3O)C[C@]12C (stereo not given in full),-18.1%,14.1%,-0.3,26.5%,-2.9%,2.9,-21.0%,-17.5%,10.1%
Cc1cc([N+](=O)[O-])ccc1NC(=O)C(C)[n+]1ccccc1 (stereo not given),-0.8%,-2.5%,5.2,i,1.3%,3.5,-5.1%,-13.7%,-9.3%
CCOC(=O)Nc1ccc2c(CNC(C)c3ccccc3OC)cc(=O)oc2c1 (stereo not given),-1.4%,-1.8%,-0.4,i,14.6%,-90.3*,-0.8%,-15.3%,?
CC1CCCN(C(=O)COC(=O)c2ccc[nH]c2=O)C1 (stereo not given),0.9%,-13.4%,-0.5,i,-0.8%,-4.2,-6.7%,1.4%,-3.1%
O=C(Nc1nc2ccc([N+](=O)[O-])cc2s1)C1CCCO1 (stereo not given),3.0%,8.0%,-1.9,-25.1%,2.4%,-6.6,-17.3%,-1.1%,12.5%
COc1ccccc1C(=O)n1nc(-c2ccc(Cl)cc2)nc1N,4.1%,-16.0%,-3.0,-11.8%,-4.0%,13.8,-5.7%,-5.6%,3.6%
Cc1onc(-c2ccccc2Cl)c1C(=O)Nc1nn[nH]n1,7.8%,-0.6%,-0.8,-1.0%,-6.0%,/,-4.4%,3.5%,14.3%
Cc1cccc(NC(=S)N2CCCCC2)c1,-0.9%,-3.0%,-0.2,i,1.7%,0.2,-2.5%,-1.6%,5.6%
CCCC(=O)c1cc2c(cc1NC(=O)CC)OCCO2,1.4%,12.0%,0.3,-10.7%,-1.9%,-3.4,-5.1%,-12.0%,0.0%

# PI5P4K alpha inh: hit marks shown above
Compound | PTHR1 ag | GLP1R ag | PI5P4K alpha inh | PLK1 PBD block | EPAC1 antagonist
CCOC(=O)Nc1ccc2c(CNC(C)c3ccccc3OC)cc(=O)oc2c1 (stereo not given) | i | 14.6% | -90.3* | -0.8% | -15.3%

# Screening results as filed in PubChem.
